CHO-K1 Ca PAM = counter-screen for M1 PAMs: effect in parental CHO-K1 cells; ATP EC20, Fluo-8 calcium fluorescence; 0% at ATP EC20, 100% at ATP max; activation, % at 3 µM; 360,000 compounds, 0.02% hits;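 active = activation above the run cutoff, the mean activation of all test compounds plus 3 SD, cut at about 40% in these data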;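 also: peak over basal fluorescence ratio in a 140 s read after ATP addition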
TAAR1 ag = agonists of human TAAR1. 360,000 compounds, 0.99% hits. Q96RJ0. CHO RD-HGA16 TAAR1, Fluo-8 calcium fluorescence; vehicle wells 0%, saturating PEA agonist 100%. AID 624467. activation, % at 3 µM;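 active = activation above the mean activation of all test compounds in the run plus 3 SD, cut at about 38% in these data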
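Repeats: no replicates (n 1) | Material: CHO-derived RD-HGA16 cells with stable Gα16 and human TAAR1 | Technique: Kinetic Fluo-8 calcium fluorescence | Schedule: 17-24 h seeding, 75 min 37 °C dye, 30 min RT | Evaluation: % activation from peak over basal fluorescence ratio, DMSO-to-PEA scaled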
CHO-K1 Ca antag = counter-screen for M1 antagonists: effect in parental CHO-K1 cells; inhibition, % at 3 µM; 360,000 compounds, 0.6% hits; ATP-induced calcium, Fluo-8 fluorescence; AID 602250;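 active = inhibition above a per-plate cutoff, the plate's mean sample inhibition plus 3 SD, cut at about 24% in these data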;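 also: 0% = DMSO plus EC80 ATP and 100% = DMSO alone without ATP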
CHO parental Ca = counter-screen for OX1R antagonists: effect in parental CHO cells. parental CHO-K1, ATP-induced calcium, Fluo-8 fluorescence. AID 463079. 330,000 compounds, 0.63% hits. inhibition, % at 5.6 µM;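 active = inhibition above that plate's mean sample inhibition plus 3 SD, cut at about 26% in these data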;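 also: 0% = ATP-challenged DMSO wells and 100% = DMSO wells without ATP; some compounds past the cut are filed as inactive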
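test system = CHO parental line | reagent = ATP stimulus | measured by = intracellular calcium via Fluo-8 no-wash fluorescent dye | control set = ATP and no-ATP DMSO wells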
TAAR1 antagonist = human TAAR1 antagonism; Q96RJ0; CHO RD-HGA16 TAAR1, Fluo-8 calcium fluorescence, antagonist; inhibition, % at 3 µM; 360,000 compounds, 1.5% hits; AID 624466;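 active = inhibition above a per-plate cutoff, the mean inhibition of test compounds on that plate plus 3 SD, cut at about 49% in these data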;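 also: 0% = DMSO plus EC80 beta-PEA response and 100% = DMSO alone without agonist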
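System: CHO RD-HGA16 cells bearing hTAAR1. Reagent: EC80 β-phenethylamine stimulus. Schedule: seeding 17-24 h prior, 75-min 37 °C, 30-min RT dye loading. Signal: Fluo-8 intracellular calcium dye fluorescence, real-time kinetic reads. Read-out: % inhibition from peak post-agonist over basal fluorescence ratio. Benchmarks: vehicle wells and EC80 agonist wells. Replicates: n of 1.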
V1R ag counter = activates human V1a receptor in oxytocin agonist counter-screen. P37288. CHO-V1R cells, Fluo-8 calcium fluorescence, agonist mode; 0% DMSO, 100% 3 nM vasopressin. activation, % at 3 µM. 320,000 compounds, 0.25% hits. AID 2797;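 active = activation above the mean activation of all tested compounds plus 3 SD, per screening run, cut at about 20% in these data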;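 also: signal is peak over basal fluorescence ratio across a 100 second FLIPR read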
Target sequence (P37288 whole entry, looked up): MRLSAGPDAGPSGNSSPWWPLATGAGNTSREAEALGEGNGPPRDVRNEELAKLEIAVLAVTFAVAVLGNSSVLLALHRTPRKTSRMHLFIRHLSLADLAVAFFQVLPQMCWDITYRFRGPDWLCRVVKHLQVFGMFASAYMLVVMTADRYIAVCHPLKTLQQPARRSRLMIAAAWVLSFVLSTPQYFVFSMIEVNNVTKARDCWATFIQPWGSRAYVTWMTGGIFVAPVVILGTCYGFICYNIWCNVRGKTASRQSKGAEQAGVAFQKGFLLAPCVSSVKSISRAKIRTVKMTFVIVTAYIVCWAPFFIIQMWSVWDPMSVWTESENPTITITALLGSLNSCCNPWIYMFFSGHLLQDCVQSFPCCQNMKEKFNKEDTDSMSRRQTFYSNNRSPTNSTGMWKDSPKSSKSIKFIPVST
OXTR potentiator = potentiators of human oxytocin receptor | P30559 | CHO-OTR cells, Fluo-8 calcium fluorescence, potentiator mode; 0% = oxytocin EC15, 100% = EC100 | activation, % at 3 µM | 320,000 compounds, 0.061% hits | AID 2445;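 active = activation above that plate's cutoff, the mean activation of tested compounds plus 3 SD, cut at about 6.6% in these data, passing the limit was not always enough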;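 also: 100% uses oxytocin at 75 nM as the full agonist control; some results filed as inactive read as strong as hits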
Target sequence (P30559 whole entry, looked up): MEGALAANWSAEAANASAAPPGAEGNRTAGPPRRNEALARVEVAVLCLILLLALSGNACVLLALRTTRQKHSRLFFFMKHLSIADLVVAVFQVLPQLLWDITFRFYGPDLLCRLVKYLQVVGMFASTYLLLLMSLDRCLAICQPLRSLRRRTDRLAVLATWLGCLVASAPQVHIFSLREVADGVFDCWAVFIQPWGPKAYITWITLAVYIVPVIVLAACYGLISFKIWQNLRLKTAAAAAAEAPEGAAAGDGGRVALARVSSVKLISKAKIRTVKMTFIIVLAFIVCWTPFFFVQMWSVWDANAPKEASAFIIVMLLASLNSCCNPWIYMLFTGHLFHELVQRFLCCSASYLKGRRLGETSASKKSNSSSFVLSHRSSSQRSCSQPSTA
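Assay system: CHO-OTR cells, human receptor / Also added: oxytocin at about EC15, sub-maximal agonist stimulus / Dosing: single dose, 3.0 µM nominal final compound concentration / Incubation: 6 min pre-incubation, 100 s read / Technique: Fluo-8 calcium dye fluorescence / Read-out: % activation vs EC15 and EC100 oxytocin / Benchmarks: EC15 oxytocin low, 75 nM oxytocin high / Replicates: singlicate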
CHRM1 agonist = human M1 muscarinic receptor agonism; CHO-K1 hM1, Fluo-8 calcium fluorescence, agonist mode; 0% DMSO, 100% acetylcholine EC100; activation, % at 3 µM; 360,000 compounds, 0.33% hits;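 active = activation above the run's mean compound activation plus 3 SD, cut at about 16% in these data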;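 also: peak over basal fluorescence ratio within a 140 s kinetic read after compound addition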
M1 ag parental = M1 agonist counterscreen hit in parental CHO-K1 cells | Fluo-8 calcium fluorescence; scaled to maximal ATP response, vehicle zero | activation, % at 3 µM | 360,000 compounds, 0.48% hits; in the data active = activation above about 15%;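 also: untransfected CHO-K1 host cells lacking M1 receptor as counterscreen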
Starred values were filed as active, the others as inactive; · = not tested or not shown.

SMILES	CHO-K1 Ca PAM	TAAR1 ag	CHO-K1 Ca antag	CHO parental Ca	TAAR1 antagonist	V1R ag counter	OXTR potentiator	CHRM1 agonist	M1 ag parental
CC1CCCN(C(=O)COC(=O)c2cccc(NS(=O)(=O)c3ccccc3)c2)C1 (configuration not stated)	-10.0	4.5	0.0	-14.7	-19.2	2.4	-5.5	-4.0	2.2
COc1ccc(F)cc1S(=O)(=O)NC1CC(C)(C)NC(C)(C)C1	-8.2	4.0	27.7*	-13.2	-9.8	0.9	0.8	-3.5	0.2
O=C(NC1CC1)c1ccc2nc([C@H]3C[C@H](O)[C@@H](CO)O3)[nH]c2c1	7.2	0.8	-3.5	·	8.3	·	·	-2.9	0.2
CCOP(=O)(OCC)/C(C#N)=C/c1c[nH]c2ccccc12	-0.8	0.5	-13.5	-14.9	8.1	-0.2	-0.7	-4.3	4.6
Cc1ccc(S(=O)(=O)NCCSc2nnnn2-c2ccc(C(N)=O)cc2)cc1	2.7	2.7	-2.4	-6.4	-11.0	0.6	-3.3	-0.4	0.4
Cc1ccc(NC(=O)c2cc([N+](=O)[O-])ccc2Cl)c(O)c1	-17.0	5.4	20.8	11.9	-4.4	2.0	-18.2	0.9	0.1
O=C(NNC(=S)Nc1ccccc1C(F)(F)F)c1cccnc1	15.4	-0.2	-18.9	-2.3	7.8	0.3	-17.5	-1.0	-0.2
CCCOc1ccc(N2C(=O)CC(NCc3ccncc3)C2=O)cc1 (configuration not stated)	6.2	9.8	-5.9	-4.6	11.0	-0.3	-2.0	-6.8	0.2
Nn1c(SCC(=O)Nc2nc3ccccc3s2)nncc1=O	14.2	0.8	-7.1	6.1	-8.3	1.3	-5.9	-1.0	0.8
O=C(CCCc1ccccc1)NCCN1CCOCC1	-1.6	8.5	-3.7	2.9	-6.0	0.4	0.4	-3.5	0.1
CCCOC(=O)C1[C@H]2C(=O)N(C(C)c3ccc(OC)cc3)C[C@]23C=C[C@H]1O3 (some centres not stated)	15.3	-2.3	-12.4	-0.8	-17.0	1.0	-16.2	-0.3	0.1
O=c1cc(CN2CCN(CCO)CC2)c2cc3c(cc2o1)CCC3	-11.1	4.9	1.4	-11.1	-0.8	1.6	-6.5	-1.9	3.4

A draw from above in order of heavy-atom count, ascending:
SMILES	CHO-K1 Ca PAM	TAAR1 ag	CHO-K1 Ca antag	CHO parental Ca	TAAR1 antagonist	V1R ag counter	OXTR potentiator	CHRM1 agonist	M1 ag parental
CCOP(=O)(OCC)/C(C#N)=C/c1c[nH]c2ccccc12	-0.8	0.5	-13.5	-14.9	8.1	-0.2	-0.7	-4.3	4.6
Nn1c(SCC(=O)Nc2nc3ccccc3s2)nncc1=O	14.2	0.8	-7.1	6.1	-8.3	1.3	-5.9	-1.0	0.8
O=C(NNC(=S)Nc1ccccc1C(F)(F)F)c1cccnc1	15.4	-0.2	-18.9	-2.3	7.8	0.3	-17.5	-1.0	-0.2
CCCOC(=O)C1[C@H]2C(=O)N(C(C)c3ccc(OC)cc3)C[C@]23C=C[C@H]1O3 (some centres not stated)	15.3	-2.3	-12.4	-0.8	-17.0	1.0	-16.2	-0.3	0.1
CC1CCCN(C(=O)COC(=O)c2cccc(NS(=O)(=O)c3ccccc3)c2)C1 (configuration not stated)	-10.0	4.5	0.0	-14.7	-19.2	2.4	-5.5	-4.0	2.2

(cont.)
SMILES	CHO-K1 Ca PAM	TAAR1 ag	CHO-K1 Ca antag	CHO parental Ca	TAAR1 antagonist	V1R ag counter	OXTR potentiator	CHRM1 agonist	M1 ag parental
CCCC(=O)NC(=S)Nc1ccc(C(C)=O)cc1	20.4	12.3	-8.8	-6.0	-11.0	-0.2	-4.5	-6.8	0.6
CCN(C(=O)CSc1nnc(-c2ccc(F)cc2)c2ccccc12)C1CCS(=O)(=O)C1 (configuration not stated)	5.4	1.0	-8.8	-34.1	13.7	-0.6	2.0	-5.6	-0.8
CCC1=C(OC(=O)N(CC)CC)N2C(=O)OC(=NCC(=O)OC)[C@]2(Cc2ccccc2)[C@H]2C1=CC[C@H]1C(=O)N(CC(=O)OC)C(=O)[C@H]12	6.5	-0.2	-6.2	-20.3	-0.5	-0.8	-10.4	-7.2	0.2
CC(C)(C)C(=O)N1CCC[C@H]1C(O)(c1ccccc1)c1ccccc1	-1.6	0.2	7.9	-12.2	-0.3	-1.9	-3.2	-4.1	-0.6
O=C(O)C(Cc1ccccc1)NS(=O)(=O)c1ccc2c(c1)OCCO2 (configuration not stated)	-1.8	2.5	-11.2	-10.9	7.0	0.3	4.0	-4.1	-0.3
CC(C)n1cc([C@@H]2C[C@H]3CN(Cc4cccc(Cl)c4)C(=O)[C@]34CCCN24)cn1	-9.5	3.3	7.1	-3.9	9.5	0.8	-14.8	-14.0	0.8
CCOc1ccc(NC(=O)CN(c2ccc(OCC)cc2)S(=O)(=O)c2c(C)[nH]c(=O)[nH]c2=O)cc1	12.2	-0.8	-12.1	-7.5	4.1	0.2	2.6	-2.5	0.0
O=C(Nc1cc(S(=O)(=O)N2CCOCC2)ccc1N1CCCC1)c1cc(=O)[nH]c2ccccc12	17.0	0.2	-10.2	-10.5	-10.5	-0.2	-1.9	-4.7	1.0
CC(=O)c1cccc(CN2CCN(C(C)C)C(CCO)C2)c1 (configuration not stated)	5.5	0.7	-3.0	-5.7	-16.0	0.4	-2.9	-10.7	0.0
O=C(CSc1nnc2ccccn12)N1CCc2ccccc2C1	-5.8	14.9	-1.8	-0.3	-19.6	1.0	-23.1	-3.9	-0.3
CN(CC(=O)NCc1ccc2c(c1)OCO2)S(=O)(=O)c1ccc(Cl)cc1	12.8	1.2	12.4	1.5	-19.4	0.1	-7.9	5.0	0.2
CCOC(=O)/C(C#N)=C\c1ccc(O)c(OC)c1	-11.1	1.2	12.0	-1.4	4.8	1.5	-3.5	-4.9	0.1
O=C(C(=O)N1CCN(Cc2ccccc2)CC1)c1c[nH]c2ccccc12	3.6	7.9	-2.7	-9.5	23.0	1.9	-0.4	2.3	0.6
Cc1ccc(NC(=O)N(CCC#N)Cc2ccccc2)cc1	21.1	2.8	-12.6	9.7	-12.6	-0.7	-7.3	-6.9	1.5
CCN(CC)P(=O)(Nc1ccc(SC(F)F)cc1)c1ccc(N(C)C)cc1NC(=O)c1ccco1 (configuration not stated)	10.2	1.8	-10.1	0.8	-13.8	-1.1	-2.8	-3.6	0.0
O=C(N/N=C/c1cccs1)c1cc(-c2ccc(Cl)s2)[nH]n1	-5.6	5.4	-12.5	-4.0	10.8	6.0	-12.2	-1.1	1.1
N#CC1(NC(=O)COC(=O)CCN=C2NS(=O)(=O)c3ccccc32)CCCCC1	12.5	1.1	-6.2	-4.1	-2.2	0.7	0.5	-0.1	1.2
CCOC(=O)c1nn(-c2ccccc2C)c2nc(-c3ccc(Cl)cc3)c(C#N)c(=O)n12	-4.4	8.2	9.2	6.1	-4.9	0.3	-20.3	-2.2	0.0
CS(=O)(=O)N1CCN(C(=O)c2cccnc2)CC1	0.8	5.8	-8.1	-2.2	-2.7	0.6	-1.5	-2.3	0.2
O=[N+]([O-])c1cccc(CON=Cc2ccccc2O)c1	2.5	-0.1	-7.8	·	18.3	·	·	-5.1	0.8
O=C(NCC1COc2ccccc2O1)C1C2C=CC3(CN(Cc4cccs4)C(=O)C13)O2 (configuration not stated)	11.9	6.5	-7.1	-17.8	-8.2	-1.2	-19.0	-2.6	0.5
CC(OC(=O)c1ccc(-n2cnnn2)cc1)C(=O)Nc1ccc(F)c(F)c1F (configuration not stated)	-5.8	-0.9	-0.8	4.1	13.0	2.2	-3.0	-3.9	0.3
CC(C)N(C(=O)[C@H]1CC(CC(=O)NCC23CC4CC(CC(C4)C2)C3)C(=O)N2CCc3c([nH]c4ccccc34)[C@]12C)C(C)C (some centres not stated)	15.5	-0.8	-11.0	1.1	-12.3	0.8	0.0	-2.4	0.1
CC(C)(C)NC(=O)CSc1ccc(C(C)(C)C)cc1	-6.3	6.1	21.3	-12.5	-7.9	-1.0	0.6	-0.9	-0.4
Cc1ccc(S(=O)(=O)Oc2cc(N)c3c(n2)CCC3)cc1	12.6	4.8	4.4	1.4	-4.0	1.1	-8.9	0.2	-0.4
Cc1ccc2ncc(NC(=O)c3ccc(F)cc3)c(=O)n2c1	14.4	17.9	-14.3	-1.2	-6.5	0.2	-0.3	0.6	0.2
COc1ccc(CNC(=O)COC(=O)c2c(C)nn(-c3ccccc3)c2C)cc1OC	8.1	2.2	-11.2	·	-1.9	·	·	-4.9	2.1
CCOC(=O)CNC(=O)N1CCC(CCOc2ccccc2)(C(=O)OCC)CC1	-6.5	0.3	-8.9	-1.7	-0.7	1.1	-7.4	-0.7	0.6
CC(C)(C)C(=O)Nc1nnc(CC(=O)NCc2ccccc2)s1	7.1	10.4	12.5	-7.9	2.2	1.1	1.4	-7.4	-0.3
Cc1cc(C)nc(NC(=O)NS(=O)(=O)Nc2ccc(Br)cn2)n1	-2.2	·	-10.4	-7.2	·	-0.7	-1.5	-1.6	0.2
CCC(=O)Nc1ccc(C(=O)n2ccc(C)n2)cc1	3.7	4.4	-8.2	3.9	6.1	1.9	-6.0	-1.1	0.0
CC(=O)NC(c1ccco1)c1ccc2cccnc2c1O (configuration not stated)	8.1	·	-5.9	0.8	·	1.5	-13.4	-4.5	-0.1
CCOc1ccc(N2C(=O)CN=C2Nc2ccccc2Cl)cc1	8.0	2.5	-4.5	3.5	-18.3	-0.3	0.7	-4.6	-0.6
O=C(Nc1ccc(Oc2ccccc2)nc1)C1CCCCN1Cc1cccc(O)c1 (configuration not stated)	11.9	1.0	-5.0	-16.4	-25.6	1.9	-6.9	-5.0	3.2
COc1ccc(-c2noc([C@@H]3O[C@H](CO)[C@H](O)[C@H](O)[C@H]3O)n2)cc1OC	-8.9	3.4	4.6	·	-23.7	·	·	3.7	0.1
Clc1nc(N2CCOCC2)ncc1Br	2.6	7.9	-2.7	-11.0	-24.1	0.7	1.8	-3.6	4.7

Assay outcomes (PubChem BioAssay)
